Assay outcomes (PubChem)
TRPC4 agonist – TRPC4 (mouse) channel activation | Q9QUQ5 | HEK293 TRPC4beta/mu-opioid, Fluo4 calcium fluorescence; active compounds read high | B-score at 10 µM | actives 0.49% (n = 310,000) | AID 2237;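 active = B-score above 5 SD of library B-scores, and initial fluorescence ratio not above library mean plus 5 SD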;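 note: positive B-score marks a calcium rise read as TRPC4 activation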
Target sequence (Q9QUQ5 whole entry, looked up): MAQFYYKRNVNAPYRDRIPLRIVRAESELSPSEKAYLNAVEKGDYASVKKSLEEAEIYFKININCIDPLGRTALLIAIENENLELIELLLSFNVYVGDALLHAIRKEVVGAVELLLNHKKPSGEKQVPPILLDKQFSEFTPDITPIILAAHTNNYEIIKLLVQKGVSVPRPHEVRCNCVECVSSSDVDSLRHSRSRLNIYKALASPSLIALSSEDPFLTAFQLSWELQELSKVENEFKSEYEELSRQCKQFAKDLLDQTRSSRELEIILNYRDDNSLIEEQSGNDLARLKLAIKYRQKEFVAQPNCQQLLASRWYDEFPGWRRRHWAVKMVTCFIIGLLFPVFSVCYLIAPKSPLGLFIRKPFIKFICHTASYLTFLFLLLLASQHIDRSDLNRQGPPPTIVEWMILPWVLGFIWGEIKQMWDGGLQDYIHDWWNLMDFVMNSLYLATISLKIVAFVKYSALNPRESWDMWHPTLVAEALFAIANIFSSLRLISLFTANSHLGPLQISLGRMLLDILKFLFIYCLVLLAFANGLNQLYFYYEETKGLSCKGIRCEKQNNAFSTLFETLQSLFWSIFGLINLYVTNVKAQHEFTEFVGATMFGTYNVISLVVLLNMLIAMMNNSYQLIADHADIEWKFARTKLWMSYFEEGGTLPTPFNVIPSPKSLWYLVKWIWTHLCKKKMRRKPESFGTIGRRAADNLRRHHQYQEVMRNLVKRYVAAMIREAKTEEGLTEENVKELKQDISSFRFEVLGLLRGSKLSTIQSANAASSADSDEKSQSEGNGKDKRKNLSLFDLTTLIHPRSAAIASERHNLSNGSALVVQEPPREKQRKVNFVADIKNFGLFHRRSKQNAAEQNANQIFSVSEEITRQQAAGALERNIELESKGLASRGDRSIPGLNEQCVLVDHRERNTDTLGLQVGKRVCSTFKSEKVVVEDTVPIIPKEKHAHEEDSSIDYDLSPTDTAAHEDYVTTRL
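Assay system: HEK293 stable line with TRPC4beta plus mu-opioid receptor. Times: dye 45 min RT, read 110 s. Measured by: kinetic Fluo4 calcium fluorescence. Measure: B score of integrated ratio. Controls: assay buffer as low control, maximal DAMGO as high control.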
MrgX1 allo act – human MrgX1 positive allosteric modulation, primary screen; Q96LB2; MrgX1-HEK293, Fluo-4 calcium flux, FDSS; active compounds read high; B-score at 10 µM; actives 0.63% (n = 310,000);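 active = plate-corrected calcium response at least 3 library SD above typical, normal starting fluorescence, not activating the receptor alone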;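 note: compound read alongside a low EC10 to EC30 dose of BAM8-22 agonist; peak minus trough fluorescence over baseline measured at the second addition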
MrgX1 ag – human MrgX1 receptor agonism, primary screen. MrgX1-HEK293 cells, Fluo-4 calcium fluorescence, agonist mode; active compounds read high. actives 0.44% (n = 310,000). Q96LB2. B-score at 10 µM;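 active = calcium response B-score plate-corrected fluorescence ratio at least 3 library SD, with starting fluorescence B-score inside 5 SD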
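Assay system: stable human MrgX1 HEK293 cell line. Quantity: 15,000 cells per well. Schedule: cells plated overnight, dye loaded 0.5 h 37 °C, 0.5 h room temperature. Detection: Fluo-4 NW calcium-flux fluorescence, kinetic read. Read-out basis: peak-minus-minimum fluorescence over baseline, converted to B scores. Control set: positive and negative control wells on each plate.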
TRPC4 PAM – allosteric potentiators of mouse TRPC4 channel; Q9QUQ5; HEK293 TRPC4beta/mu-opioid, DAMGO EC20, Fluo-4 Ca2+ flux; active compounds read high; B-score at 10 µM; actives 0.42% (n = 310,000);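 active = B-score of calcium response area above 5 SD of library B-scores, with initial fluorescence ratio within 5 SD of library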;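 note: B-score of integrated fluorescence ratio over time as area under calcium response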
HIF activator – HIF pathway transcriptional activation; U2OS HRE-luciferase reporter, luminescence; normalized: DMSO 0%, desferrioxamine 100%; activation, % at 7.5 µM (by protocol); actives 0.32% (n = 300,000); AID 1910;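 active = mean activation of at least 10% of the iron chelator positive control signal, with at least half of replicates also reaching 10%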
TRPC6 activator – activates the mouse TRPC6 cation channel; B-score at 10 µM; HEK293-TRPC6 membrane potential dye fluorescence; active compounds read high; actives 0.13% (n = 310,000); Q61143;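 active = B-score of the integrated fluorescence ratio above library mean plus 3 SD, and starting fluorescence ratio within library mean plus 5 SD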;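 note: higher score means more depolarization so channel activation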
AI-2 QS modul – modulates the Vibrio harveyi AI-2 quorum sensing system; Vibrio harveyi JMH597 AI-2 luminescence/OD600 ratio, 9 h; active compounds read low; strain lacks LuxN and CqsS sensors; 0 = neutral-control median; activity change, % at 7.5 µM; actives 0.4% (n = 300,000); AID 2094; in the data active = activity change below about -75%, passing the limit was not always enough;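 note: luminescence divided by OD600 gain over 9 h not by final OD600 alone; inactives centre near 13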
TRPC4 block – TRPC4 (mouse) channel inhibition; HEK293 TRPC4beta/mu-opioid, DAMGO-evoked Fluo4 calcium flux; active compounds read low; B-score at 10 µM; actives 0.39% (n = 300,000); AID 2247;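 active = B-score over 3 SD under the library average, no early fluorescence shift, positive overall ratio signal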
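System: stable TRPC4beta/mu-opioid receptor HEK293 cells; Dosing: single-point compound dosing; Measured by: Fluo4 Ca2+ flux fluorescence; Read-out basis: per-well B score of integrated baseline-normalized Fluo4 ratio.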
TRPC6 inh – blocks the mouse TRPC6 cation channel | B-score at 10 µM | HEK293-TRPC6, membrane potential dye, ACh-evoked depolarization; active compounds read low | actives 1.1% (n = 310,000) | AID 2553;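 active = B-score under library mean minus 3 SD, initial fluorescence not abnormally high, positive integrated signal ratio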;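 note: B-score derived from integrated fluorescence ratio over the kinetic read; more negative B-score means stronger inhibition of depolarization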
PolyA inhibitor – blocks polyadenylation in yeast reporter cells | calls only at 12 µM | AID 1875 | actives 0.02% (n = 300,000) | S. cerevisiae SKY197-pL101 polyadenylation reporter, beta-gal luminescence; efflux-impaired pdr1/pdr3 knockout yeast; score 100 = 6 SD above DMSO;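 active = lowest replicate activity score at least 50, where 100 means six control SD above control mean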;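 note: yeast exposed to compound for 9 h at 30 °C; higher score means more reporter readthrough which indicates perturbed polyadenylation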
MrgX1 antag – blocks BAM8-22 activation of human MrgX1 receptor | Q96LB2 | MRGX1-HEK293 calcium flux, Fluo-4, BAM8-22 antagonism; active compounds read low | B-score at 10 µM | actives 1.3% (n = 310,000) | AID 588676;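 active = calcium-response B-score plate-corrected more than 3 library SD below zero, starting fluorescence within 5 deviations, no agonist response on first addition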;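 note: peak minus trough fluorescence over baseline after final BAM8-22 challenge near maximal dose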
* hit, by the source's call; i = inactive; . = no result given. Only part of the results is shown (hit frequency here may not be typical).

SMILES	TRPC4 agonist	MrgX1 allo act	MrgX1 ag	TRPC4 PAM	HIF activator	TRPC6 activator	AI-2 QS modul	TRPC4 block	TRPC6 inh	PolyA inhibitor	MrgX1 antag
O=[N+]([O-])c1ccc(C(O)CN2CCN(Cc3ccccc3)CC2)cc1 (stereo unspecified)	i	i	i	i	0.9	i	7	i	i	i	i
Cc1ccc(-c2nc(N=Nc3ccc(O)cc3)n[nH]2)cc1	i	i	i	i	3.4	i	53	i	i	i	i
CCN(CC)S(=O)(=O)c1ccc(C)c(NC(=O)CN2C(=O)NC3(CCCC3)C2=O)c1	i	i	i	i	0.0	i	5	i	i	i	i
CC(C)N(c1ccccc1)c1ccc(NC(=S)NCCN(C)C)cc1	i	i	i	i	0.2	i	6	i	-6.6*	i	i
COc1cccc(NC(=O)CN(c2cccc(C(F)(F)F)c2)S(C)(=O)=O)c1	i	i	i	i	0.0	i	5	i	i	i	i
Cc1cc(N/C=C2\CCCCC2=O)no1	i	i	i	i	0.7	i	18	i	i	i	i
COc1ccc(CNC(=O)CCCNC(=O)c2ccc(Cl)cc2)cc1OC	i	i	i	i	1.4	i	8	i	i	i	i
COc1ccccc1N=CC1=C(O)CC(c2ccccc2)CC1=O (stereo unspecified)	i	i	i	i	0.9	i	-7	i	i	i	i
O=C(COc1ccc(Br)cc1)N(CCO)CCO	i	i	i	i	-49	i	13	i	i	i	i
CN(C)CCCNS(=O)(=O)c1ccc(NC2CCCCCC2)c([N+](=O)[O-])c1	i	i	i	i	0.4	i	11	i	i	i	i
c1ccc(OCCn2c(-c3ccco3)nc3ccccc32)cc1	i	i	i	i	.	i	21	i	i	i	i
CCn1cc(CN2CCCC(C(=O)c3ccc(-c4ccccc4)c(F)c3)C2)cn1 (stereo unspecified)	i	i	i	i	0.2	i	2	i	i	i	i
COc1ccc2nc(C)cc(SCC(=O)N/N=C/c3ccccc3)c2c1	i	i	i	i	-0.3	i	2	i	i	i	i
COc1ccc(/C=N/NC(=O)c2c(C)nc3ccc(Br)cn23)cc1OC	i	i	i	i	0.1	i	14	i	i	i	i
Cc1ccc2nc(NC(=O)CC3Oc4ccccc4NC3=O)sc2c1 (stereo unspecified)	i	i	i	i	-1.0	i	-9	i	i	i	i
CCOC(=O)c1[nH]c(C)c(C)c1C	i	i	i	i	-0.2	i	0	i	i	i	i
Cc1cccc(Nc2c3c(nc4ncnn24)CCC3)c1	i	i	i	i	-0.2	i	1	i	i	i	i
O=C(CSc1nnc(SCc2ccccc2)s1)N/N=C/c1c[nH]c2ccccc12	i	.	.	i	1.2	i	19	i	i	i	.
Cc1ccc(-c2nc(CSCC(=O)NCc3cccnc3)c(C)o2)cc1	i	i	i	i	-0.4	i	12	i	i	i	i
Cc1[nH]c2ccccc2c1C(=O)CSc1ccccc1	i	i	i	i	1.1	i	19	i	i	i	i
Cc1ccc(C(=O)Nc2nc(-c3ccccc3)c(-c3ccccc3)o2)cc1	i	i	i	i	0.3	i	-6	i	i	i	i
COc1ccccc1/C=N/NC(=O)c1cc2c(OC)c(OC)ccc2[nH]1	i	i	i	i	2.6	i	1	i	i	i	i
COc1ccc2[nH]c(C(=O)N3CCC(n4nccc4NC(=O)C4CC4)CC3)c(C)c2c1	i	i	i	i	-0.6	i	11	i	i	i	i
CCCNC(=O)CCc1cc(C(C)(C)C)c(O)c(C(C)(C)C)c1	i	i	i	i	0.0	i	8	i	i	i	i
Cc1cc2nnc(SCC(=O)Nc3ccc(Cl)cc3)n2c(N)n1	i	i	i	i	0.0	i	20	i	i	i	i

More structures:
SMILES	TRPC4 agonist	MrgX1 allo act	MrgX1 ag	TRPC4 PAM	HIF activator	TRPC6 activator	AI-2 QS modul	TRPC4 block	TRPC6 inh	PolyA inhibitor	MrgX1 antag
Cc1cccc(-c2noc(CCC(=O)NCc3ccccc3)n2)c1	i	i	i	i	-0.5	i	24	i	i	i	i
O=C(Nc1nnc(-c2ccco2)o1)C1CC1	i	i	i	i	0.1	i	15	i	i	i	i
CCOC(=O)N/N=C/c1ccc(OCCSc2ccc(Cl)cc2)c(OC)c1	i	i	i	i	0.9	i	17	i	i	i	i
Cc1cccc(NC(=O)N2CCc3ccccc3C2)c1C	i	i	i	i	0.4	i	13	i	i	i	i
Cc1cc(OC(C)C(=O)NCCCn2ccnc2)c2c(C)c(C)c(=O)oc2c1 (stereo unspecified)	i	i	i	i	-0.1	i	8	i	i	i	i
CCn1cc(C(=O)OCC(=O)N(C)Cc2ccccc2)c(=O)c2ccc(C)nc21	i	i	i	i	-0.4	i	10	i	i	i	i
O=Cc1ccc(OCC(=O)NC(=O)NC2CCCCC2)cc1	i	i	i	i	1.2	i	-6	i	i	i	i
CC1(C)C(=O)NCCN1C(=O)CSc1nccc(-c2ccc(Br)cc2)n1	i	i	i	i	0.1	i	9	i	i	i	i
COCCNC(=S)N/N=C(\C)c1ccc(Cl)c(Cl)c1	i	i	i	i	-0.6	i	17	i	i	i	i
O=C(CSc1n[nH]c(-c2ccco2)n1)Nc1ccccc1F	i	i	i	i	0.5	i	20	i	i	i	i
COc1ccccc1CC(=O)Nc1ccc(-c2noc(COc3ccc(Cl)c(C)c3)n2)cc1	i	i	i	i	-0.8	i	32	i	i	i	i
CC(C)c1nc(C(=O)N2CCCC(N3CCN(c4cccc(Cl)c4)CC3)C2)cs1 (stereo unspecified)	i	i	i	i	0.7	i	-8	i	i	i	i
COC(c1ccccc1)c1nnc(CCC(=O)N(C)CCc2ccccc2)o1 (stereo unspecified)	i	i	i	i	0.3	i	12	i	i	.	i
Cc1ccccc1NC1=C(Cl)C(=O)N(C2CCCCC2)C1=O	i	i	i	i	-0.1	i	17	i	i	i	i
COc1cccc(NC(=O)c2oc3ccc(S(=O)(=O)N4CCOCC4)cc3c2C)c1	i	i	i	i	0.2	i	14	i	i	i	i
Cc1ccccc1NC(=O)Nc1cc(S(N)(=O)=O)ccc1C	i	i	i	i	.	i	12	i	i	i	i
CC(=O)Nc1cccc(NC(=O)C(=O)Nc2ccc3c(c2)N(C(=O)C2CC2)CCC3)c1	i	.	.	i	4.4	i	33	i	i	i	.
COC(=O)Nc1nncs1	i	i	i	i	-0.3	i	22	i	i	i	i
COc1ccc([N+](=O)[O-])cc1NC(=O)C(C)N1CCCC1 (stereo unspecified)	i	i	i	i	-0.6	i	17	i	-6.1*	i	i
COC(=O)c1[nH]c2cc(OC)ccc2c1N=CN(C)C	i	i	i	i	-0.3	i	30	i	i	i	i
Cc1ccc(CS(=O)(=O)CCC(=O)NCCc2ccccc2)cc1	i	i	i	i	-0.3	i	8	i	i	i	i
C=CCn1c(SCn2nnc3ccccc3c2=O)nnc1C1CCCCC1	i	i	i	i	-0.2	i	23	i	i	i	i
Cc1ccc2c(c1)N(CCC(=O)NCc1ccccn1)C(=O)CO2	i	i	i	i	-0.1	i	5	i	i	i	i
CS(=O)(=O)N(C(=O)NC(=O)NC12CC3CC(CC(C3)C1)C2)C1CCCCC1	i	i	i	i	-1.1	i	10	i	i	i	i
Cc1ccc(S(=O)(=O)N2CCOCC2)cc1C(=O)NCc1cccs1	i	i	i	i	-0.3	i	19	i	i	i	i

Compound profiles, from the list above. Order of screens: TRPC4 agonist | MrgX1 allo act | MrgX1 ag | TRPC4 PAM | HIF activator | TRPC6 activator | AI-2 QS modul | TRPC4 block | TRPC6 inh | PolyA inhibitor | MrgX1 antag
`Cc1cccc(-c2noc(CCC(=O)NCc3ccccc3)n2)c1` in the list: i | i | i | i | -0.5 | i | 24 | i | i | i | i
`COC(=O)Nc1nncs1` in the list: i | i | i | i | -0.3 | i | 22 | i | i | i | i
`Cc1ccc2c(c1)N(CCC(=O)NCc1ccccn1)C(=O)CO2` in the list: i | i | i | i | -0.1 | i | 5 | i | i | i | i

(list continues)
SMILES	TRPC4 agonist	MrgX1 allo act	MrgX1 ag	TRPC4 PAM	HIF activator	TRPC6 activator	AI-2 QS modul	TRPC4 block	TRPC6 inh	PolyA inhibitor	MrgX1 antag
Cc1ccc(-n2c(SCCN)nnc2-c2cccc(C)c2)cc1	i	i	i	i	0.4	i	17	i	i	i	i
Cc1cccc(CCNC(=O)C2CCC(=O)N2Cc2ccc(F)cc2)c1 (stereo unspecified)	i	i	i	i	0.0	i	15	i	i	i	i
O=C(NNS(=O)(=O)c1ccccc1)c1ccc(O)cc1	i	i	i	i	1.9	i	11	i	i	i	i
COc1cccc(N2CCN(C(=O)c3ccc(CSc4nc5ccncc5[nH]4)cc3)CC2)c1	i	i	i	i	-0.1	i	8	i	i	i	i
CN(C(=O)c1cnc(N2CCN(c3ncccn3)CC2)c2ccccc12)c1ccc(Cl)cc1	i	i	i	i	-0.5	i	0	i	i	i	i
CCCCC12CN3CC(C)(CN(C1)C31C(=O)N(C)c3ccc(C)cc31)C2=O (stereo unspecified)	i	i	i	i	-0.1	i	17	i	i	i	i
CN(C)c1ccc(/C=C(/C(=O)c2ccc(Cl)cc2Cl)n2cncn2)cc1	52*	i	77*	i	-0.2	49*	9	i	-6.4*	i	i
CC(NC(=O)COc1ccccc1)C1COc2ccccc2O1 (stereo unspecified)	i	i	i	i	0.2	i	19	i	i	i	i
CCO/N=C(\C)c1c(O)c2ccccc2n(C)c1=O	i	i	i	i	0.0	i	-1	i	i	i	i
Cn1nnnc1CCOCCc1nnnn1C	i	i	i	i	-0.2	i	-5	i	i	i	i
COc1ccc(C)cc1-n1nnnc1SCc1csc(C)n1	i	i	i	i	-0.4	i	9	i	i	i	i
Cc1cc(NC(=O)CCC(=O)N(CCc2ccccc2)C(C(=O)NC2CCCC2)c2ccco2)no1 (stereo unspecified)	i	i	i	i	-1.2	i	16	i	i	i	i
CCN(CC)C(=O)c1[nH]cnc1C(=O)N[C@@H](C)C(=O)OC(C)(C)C	i	i	i	i	-1.3	i	27	i	i	i	i
CS(=O)(=O)Cc1ccc(C(=O)Nc2cccc(-c3nc4ccccc4[nH]3)c2)cc1	i	i	i	i	0.6	i	6	i	i	i	i
Cc1ccc(CNC(=O)C2c3ccccc3C(=O)N(C)C2c2c[nH]c3ccccc23)o1 (stereo unspecified)	i	i	i	i	-0.5	i	-8	i	i	i	i
CCN(CC)C(=S)NCCc1ccccc1	i	i	i	i	0.1	i	6	i	i	i	i
